Compound activity as filed in PubChem.
WRN helicase inh: blocks human WRN helicase | Q14191 | 0.46% of 360,000 active | Potency, µM (highest dose often 114 µM), without a hit: at the top dose activity change, negative = inhibition, actives largely listed as inhibitors | WRN helicase unwinding, fluorescent forked duplex, kinetic; further: potency means the concentration at half of the fitted maximal effect; on the % scale 0 is the no-effect control and ±100 the full control effect; nearly all actives have a fitted effect of over 55% in size
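Screening of the MLSMR collection measured strand separation of a quenched forked DNA duplex (100 nM) by 20 nM WRN with 2 mM ATP, all final. Compounds were preincubated with enzyme 15 min at room temperature.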
PI5P4Ka inh: inhibitors of human PI5P4K alpha; 1.2% of 330,000 active; PI5P4Kalpha enzyme, ADP-Glo luminescence, 60 min; active compounds read low; P48426; max response, %; active means max response of -50% or lower; inconclusive means between -30% and -50%; inactive means -30% or higher; further: value at the top dose of about 77 µM; on the % scale 0 is the no-effect control and ±100 the full control effect
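Luminescence from ADP-Glo served as readout of PI5P4Kalpha activity in a qHTS format. Reaction: enzyme, substrate, compound, ATP at 5 microM final, 60 min at RT.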
EPAC1 agonist: EPAC1 (human) agonism | O95398 | EPAC1 agonist qHTS, biochemical assay; response scale: 100% = response to 6.5 mM cAMP | Potency, µM (doses to about 154 µM), for the others: top-dose activation, usual class: activators | 0.073% of 360,000 active; further: potency means the concentration at half of the fitted maximal effect; nearly all actives have a fitted effect of over 60% in size
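Nucleotide exchange by EPAC1 (100 nM) on Rap1B–BODIPY-GDP (250 nM) in the presence of 50 uM GDP is tracked fluorescently at 480/540 nm over 30 min. Signals are normalized to a 6.5 mM cAMP control.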
CCT modulator: modulators of cytosolic chaperonin (CCT/TRiC) activity; activity change, % (concentration not given with the values), hits read low; purified chaperonin ATPase assay, HTRF ADP detection, 30 min; AID 651819; 0.3% of 360,000 active; in the data active means activity change below about -30%; further: on the % scale 0 is the no-effect control and ±100 the full control effect
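TRiC at 40 or 20 nM final (batch-dependent) in 30 mM Tris pH 7.4, 100 mM KCl, 5 mM MgCl2, 1 mM DTT, with compound at single 76 uM and 10 uM ATP, 30 min at 37 deg C. ADP detected by HTRF Transcreener, 665/615 ratio.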
IL2 activator: IL-2 activation; activation, % (series mostly up to about 46 µM); 0.065% of 360,000 active; AID 652025; IL-2 activation reporter assay, cell-based qHTS; stimulated with anti-CD3/CD4/CD28 beads; in transgenic mouse T cells; in the data active means activation above about 50%; inconclusive means mostly about 30% to 49%; further: 0% is about no effect
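Unstimulated transgenic mouse T cells, 750 per well, received compound and, after 60 minutes, anti-CD3/anti-CD4 bead plus anti-CD28 stimulation. EGFP and DsRed were quantified after 18 hours.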
EPAC1 antagonist: blocks human EPAC1 exchange factor; 0.14% of 360,000 active; Potency, µM (titrated, usually from 115 µM), for the others: at the top dose activity change, negative = inhibition, usual class: inhibitors; EPAC1 GEF assay, Rap1b-BODIPY-GDP exchange fluorescence; O95398;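 further: potency means the concentration at half of the fitted maximal effect; plate controls were vehicle for no effect and positive control for full effect; nearly all actives have a fitted effect of over 50% in size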
PLK1 PBD inh: blocks phosphopeptide binding to human PLK1 polo-box domain; P53350; Plk1 PBD binding of FITC phosphopeptide, fluorescence polarization; Potency, µM, for inactives: max response, negative = inhibition, usual class: inhibitors; 2.8% of 360,000 active; AID 720504; further: potency means the concentration at half of the fitted maximal effect; series mostly up to about 57 µM; on the % scale 0 is the no-effect control and ±100 the full control effect; nearly all actives have a fitted effect of over 65% in size
EPAC2 agonist: agonists of human EPAC2 (RAPGEF4) | Q8WZA2 | EPAC2 activation, biochemical qHTS; response scale: 100% = 6.5 mM cAMP response | Potency, µM (highest dose often 154 µM), for inactives: top-dose activation, actives largely listed as activators | 0.079% of 360,000 active | AID 720711; further: potency means the concentration at half of the fitted maximal effect; nearly all actives have a fitted effect of over 50% in size
Target sequence (Q8WZA2 whole entry, looked up): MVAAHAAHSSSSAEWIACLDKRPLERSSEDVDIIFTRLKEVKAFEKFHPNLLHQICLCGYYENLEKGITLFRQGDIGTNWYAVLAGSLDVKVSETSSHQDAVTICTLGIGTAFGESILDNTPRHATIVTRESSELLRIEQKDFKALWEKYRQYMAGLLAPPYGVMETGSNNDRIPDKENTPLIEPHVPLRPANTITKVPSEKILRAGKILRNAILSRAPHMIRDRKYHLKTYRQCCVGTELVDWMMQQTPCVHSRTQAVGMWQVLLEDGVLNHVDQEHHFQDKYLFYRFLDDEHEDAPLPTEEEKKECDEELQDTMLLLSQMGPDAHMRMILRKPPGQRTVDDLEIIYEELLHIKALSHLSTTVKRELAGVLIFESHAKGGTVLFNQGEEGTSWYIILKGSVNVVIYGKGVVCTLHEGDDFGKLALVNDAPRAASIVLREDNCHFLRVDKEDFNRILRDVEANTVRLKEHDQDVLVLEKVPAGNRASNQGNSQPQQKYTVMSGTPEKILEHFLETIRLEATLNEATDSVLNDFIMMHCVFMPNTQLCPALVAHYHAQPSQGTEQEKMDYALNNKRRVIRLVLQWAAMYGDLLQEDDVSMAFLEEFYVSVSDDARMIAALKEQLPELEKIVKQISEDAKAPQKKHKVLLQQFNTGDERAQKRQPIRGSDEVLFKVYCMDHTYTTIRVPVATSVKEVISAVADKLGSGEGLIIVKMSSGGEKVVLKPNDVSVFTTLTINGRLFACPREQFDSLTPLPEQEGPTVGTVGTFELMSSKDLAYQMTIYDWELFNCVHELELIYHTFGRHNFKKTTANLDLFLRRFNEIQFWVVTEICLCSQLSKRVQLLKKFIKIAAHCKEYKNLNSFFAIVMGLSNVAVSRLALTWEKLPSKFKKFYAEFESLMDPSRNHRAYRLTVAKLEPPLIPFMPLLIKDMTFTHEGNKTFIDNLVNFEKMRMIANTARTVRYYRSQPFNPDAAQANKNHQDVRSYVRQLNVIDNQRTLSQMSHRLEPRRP
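Each well held 100 nM EPAC2, 250 nM RAP1B-BODIPY-GDP and 50 uM GDP. Fluorescence, read at 5-min intervals to 30 min, was referenced to a 6.5 mM cAMP positive control.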
Numbers without * were called inactive; ? = inconclusive; . = not tested or not shown; [ ] = dose if it differs, or a comment. Unless noted, the call rests on the fitted dose curve; in most records, active means well fitted curve in the direction sought with a large enough effect; inconclusive means small, poorly fitted or top-dose-only effect, or another doubt; inactive means no such curve, though single readings can be large; an effect the other way counts as inactive or inconclusive. This is a subset, so the mix of outcomes need not match the whole.

mol,WRN helicase inh,PI5P4Ka inh,EPAC1 agonist,CCT modulator,IL2 activator,EPAC1 antagonist,PLK1 PBD inh,EPAC2 agonist
NC1=C(O)C(=O)C(c2ccccc2)O1 (centres undefined),-7%,-2,-1%,-1.1,-1.0,-11%,-7%,2%
O=C(NCCN1C(=O)S/C(=C\c2ccccc2Cl)C1=O)C1=COCCO1,-1%,-2,-1%,0.7,0.1,8%,-16%,6%
CCCN(C(=O)Cc1coc2cc(OC)ccc12)C1CCS(=O)(=O)C1 (centres undefined),-33%,1,10%,1.5,0.2,-13%,-6%,9%
COC(=O)C1(CCSC)NC(c2ccc(O)cc2)C2C(=O)N(c3ccc4c(c3)OCCO4)C(=O)C21 (centres undefined),-7%,-3,9%,-0.1,-3.3,-2%,-2%,3%
Cc1ccc(CNc2ccc(O)cc2)cc1,?,?,6%,-0.1,-0.3,?,?,29%
O=C1c2ccccc2NC(c2cccs2)N1O (centres undefined),0%,3,6%,2.7,1.0,0%,0%,1%
CCOC(=O)N1CCN(c2ccccc2OC)CC1,-16%,-6,-9%,-8.4,3.1,4%,2%,3%
O=C(O)CCCNC(=O)c1cncc(Br)c1,-9%[57.1 µM],7,-2%,-0.7,-1.8,15%,0%,-3%
CCOC(=O)C1=CN(Cc2cccc(F)c2)S(=O)(=O)N(C)C1c1ccc2ccccc2c1 (centres undefined),-3%,17,12%,1.0,-0.8,-1%,-4%,1%
COC(=O)c1cc(S(=O)(=O)N2CCN(C(=O)c3ccco3)CC2)cn1C,-1%,1,9%,1.5,0.1,-5%,-6%,7%
CN(C)S(=O)(=O)c1cccc(-c2nn(-c3ccccc3)cc2/C=C2\SC(=S)N(CC(=O)O)C2=O)c1,?,?,0%,-62*,1.8,-9%,27µM*,-1%
Cc1nn(CC(=O)N2CCOCC2)c(=O)c2ccccc12,5%,.,0%,-2.0,3.8,-22%,-6%,4%

Compounds shown so far that have an aryl methoxy group:
mol,WRN helicase inh,PI5P4Ka inh,EPAC1 agonist,CCT modulator,IL2 activator,EPAC1 antagonist,PLK1 PBD inh,EPAC2 agonist
CCCN(C(=O)Cc1coc2cc(OC)ccc12)C1CCS(=O)(=O)C1 (centres undefined),-33%,1,10%,1.5,0.2,-13%,-6%,9%
CCOC(=O)N1CCN(c2ccccc2OC)CC1,-16%,-6,-9%,-8.4,3.1,4%,2%,3%

Carrying on:
mol,WRN helicase inh,PI5P4Ka inh,EPAC1 agonist,CCT modulator,IL2 activator,EPAC1 antagonist,PLK1 PBD inh,EPAC2 agonist
CCN(CC)S(=O)(=O)c1ccc(C(=O)N2CCc3ccccc32)cc1,3%[57.1 µM],-2,10%,0.2,0.4,-26%,-2%,-1%
O=S(=O)(Nc1ccc(-c2ccc(N3CCOCC3)nn2)cc1)c1ccc(Cl)c(Cl)c1,-12%,-3,13%,-1.6,-3.0,-6%,-8%,14%
CCN1CCCC1CNC(=O)C(NC(=O)C1CCC(C)CC1)C(C)C (centres undefined),1%,-11,3%,0.6,-0.1,-5%,-4%,11%
COC(=O)C1=C(C)N(c2cc(C)cc(C)c2)/C(=C/c2ccco2)C1=O,-19%,5,-2%,0.7,2.2,?,-15%,-14%
O=c1c2ccccc2nc(-c2cccs2)n1-c1ccc2ccccc2c1,-19%,0,10%,-3.8,-7.6,13%,52%[activator],9%
C[C@@H]1CN([C@@H](C)CO)C(=O)CCCn2nncc2CO[C@H]1CN(C)S(=O)(=O)c1ccc(F)cc1,-10%,0,-8%,-0.4,-1.4,-22%,-25%,12%
O=C(O)CC(NC(=O)c1sc2ccccc2c1Cl)c1ccc(OC2CCCC2)cc1 (centres undefined),-19%,1,-3%,0.6,-0.2,-15%,?,-5%
COc1ccc2oc(=N)c(-c3nnc4n3CCCCC4)cc2c1,3%,1,8%,-3.5,-0.3,-2%,-4%,-4%
O=C(c1cccc(F)c1)N1CCN(C(=O)c2nn3cccnc3c2Cl)CC1,1%,5,9%,0.3,-2.1,-13%,-10%,1%
CC(NC(=O)COc1ccccc1)C1COc2ccccc2O1 (centres undefined),7%,.,-2%,-0.3,-2.2,-1%,-4%,0%
COc1ccc(C(=O)NCCn2cc(SCC(=O)NCC3CCCO3)c3ccccc32)cc1OC (centres undefined),-20%,-4,-1%,-3.3,-2.7,-21%,-8%,-7%
CCOC(=O)CSc1nc2ccccc2n1CC(=O)NC(C)(C)C,8%,.,7%,-3.0,-2.3,-2%,-7%,0%

Only EPAC2 agonist and IL2 activator, for some of the entries so far:
Compound	EPAC2 agonist	IL2 activator
CCOC(=O)CSc1nc2ccccc2n1CC(=O)NC(C)(C)C	0%	-2.3
CC(NC(=O)COc1ccccc1)C1COc2ccccc2O1 (centres undefined)	0%	-2.2

Next section.
mol,WRN helicase inh,PI5P4Ka inh,EPAC1 agonist,CCT modulator,IL2 activator,EPAC1 antagonist,PLK1 PBD inh,EPAC2 agonist
CCOc1ccc(/C=N/NC(=O)C(C)Sc2ccccn2)cc1OCC (centres undefined),-12%,-8,-4%,1.2,-1.7,-4%,-9%,2%
CCC1=NN(C(=O)C(=O)Nc2ccc(Br)cc2)C(O)(C(F)(F)F)C1 (centres undefined),-7%,1,-8%,1.7,-1.5,-5%,3%,3%
CC(Sc1nn(-c2ccc(Cl)cc2)c(=S)s1)C(=O)NCC1CCCO1 (centres undefined),3%,-7,-4%,-1.0,-1.0,7%,-6%,1%
O=C(CN1c2ccccc2Sc2ccccc21)NNC(=O)Nc1ccc(Cl)cc1,-14%,-1,2%,1.1,-1.1,-9%,0%,8%
CC(=O)N1CCN(CC(=O)c2ccc(Br)cc2)CC1,5%,-7,-1%,-0.5,0.3,-2%,-6%,7%
CC(C)CC(=O)Nc1cccc(C(=O)Nc2ccccc2C(=O)O)c1,-16%,.,-3%,0.0,0.8,0%,-1%,2%
Cc1ccc(C2CCN(C(=S)NC3CCCCC3)C2)cc1 (centres undefined),-2%,-3,15%,-1.0,-0.2,-23%,-12%,19%
COc1cccc(C(=O)Nc2ccc(C(=O)c3ccccc3)cc2)c1,2%,-4,12%,-1.4,-0.3,-20%,3%,7%
CCOc1ccc(N(CC(=O)NC2CCCCC2)C(=O)CCC(=O)Nc2nccs2)cc1,-3%,6,8%,-2.2,0.5,2%,4%,-17%
C[C@H](CO)N1C[C@H](C)[C@@H](CN(C)S(C)(=O)=O)Oc2ccc(NC(=O)C3CC3)cc2C1=O,1%,4,-14%,-0.8,-1.8,-10%,-13%,6%
CCOc1ccc(C(=O)Nc2ccccc2CC)cc1[N+](=O)[O-],2%,-6,2%,-3.1,-1.9,-15%,3%,2%
S=C(NC1CC1)N1CCN(C(=S)NC2CC2)CC1,4%,-5,-6%,-3.5,-1.7,-12%,-7%,5%
Cn1c(=O)c2c(nc(NC3CCCC3)n2C)n(C)c1=O,2%,-4,-5%,0.1,-1.6,-17%,6%,-2%
O=C(CN1CCN(c2ccc(F)cc2)CC1)NCc1ccc(Cl)cc1,-6%,3,2%,0.1,-2.4,-4%,3%,0%
Cc1ccc(-n2cc(CN3CCC(O)(c4ccccn4)CC3)c(-c3ccc(F)cc3)n2)cc1,-12%[57.1 µM],2,-6%,-2.1,-0.7,?,-11%,6%
Cc1c(NC(=O)c2cc3c(=O)n4ccccc4nc3s2)c(=O)n(-c2ccccc2)n1C,-1%,2,13%,0.8,-3.6,16%,-1%,8%
CSc1cccc(NC(=O)C2CCCN2S(=O)(=O)c2ccc(Br)s2)c1 (centres undefined),-9%,.,6%,1.0,0.3,2%,-2%,12%
CC(NC(=O)c1ccc(OC2CCN(C(=O)c3cccnc3)CC2)cc1)C1CC1 (centres undefined),-6%,7,5%,-1.4,0.8,12%,-6%,8%
COc1cc(/C=C(\C#N)C(=O)Nc2ccc3ccccc3c2)c([N+](=O)[O-])cc1OC,-35%[57.1 µM],1,-2%,-1.7,0.1,19%,-2%,4%
CCOC(=O)CC(C(=O)OCC)P(=O)(c1ccccc1)c1ccccc1 (centres undefined),-26%[57.1 µM],2,-5%,-1.2,-1.0,-19%,-9%,5%
O=c1c2cnn(-c3ccccc3Cl)c2ncn1Cc1cccnc1,-9%,.,3%,2.1,-2.9,-4%,-4%,0%
Oc1ccc(C=Nc2cccc3ccccc23)c(O)c1,-4%[57.1 µM],-15,3%,-3.3,1.7,-15%,1%,6%
Cc1cccn2c(=O)c3cc(C(=O)NCC4CCCO4)c(=N)n(C4CCCC4)c3nc12 (centres undefined),-1%,-2,-3%,0.7,0.5,-11%,-18%,4%
CC1CCCN(c2ccc(C(=O)Nc3cccnc3)cc2[N+](=O)[O-])C1 (centres undefined),11%,-2,-4%,-1.7,-4.0,-5%,-5%,4%
O=C1NC[C@H](CCCCN2CCN(CCc3ccccc3)C(=O)C2=O)N(CC2CCCCC2)C1=O,3%,-3,-19%,0.3,-0.1,5%,-5%,2%
Cc1nnc(SCC(=O)Nc2cc(C(F)(F)F)ccc2N2CCOCC2)o1,6%,-5,-9%,-1.7,0.0,7%,1%,2%
CCOC(=O)Cc1csc(NC(=O)c2cc3c(s2)CCCC3)n1,0%,.,26%,-3.0,-0.6,-6%,-18%,10%
COc1ccc(-c2cn(Cc3ccc([N+](=O)[O-])cc3)nn2)cc1,-5%,4,-8%,0.4,-0.4,-2%,0%,3%
CN1CCN(c2ccc(CNC(=O)C3(C)Cc4c(-c5ccccc5)ccnc4O3)cc2)CC1 (centres undefined),-8%,-1,-10%,-1.8,-0.3,-7%,-5%,3%
Cc1ccc(-c2ccc(CN3C(C)C(=O)N(Cc4cn(Cc5ccco5)nn4)CCS3(=O)=O)cc2)cc1 (centres undefined),-9%,-1,6%,0.7,-1.5,-13%,-9%,-2%
CN(CC(=O)NC1CCCCCCC1)S(=O)(=O)c1cnc[nH]1,-7%,3,6%,-1.8,0.7,-15%,9%,-2%
O=S(=O)(CS(=O)(=O)c1ccc(Cl)cc1)c1ccc(Cl)cc1,1%,1,1%,-1.3,3.3,-2%,1%,11%
CC1CC(C)CN(C(C(=O)NC2CCCCC2)c2cc3ccccc3o2)C1 (centres undefined),5%,0,-18%,-1.1,-0.9,?,-23%,9%
CC(=O)Nc1ccc(NC(=O)c2ccc(NC(=O)c3ccccc3)cc2)cc1,5%,0,23%,-0.9,-1.8,14%,-13%,10%
CN(C)CCNC(=O)COc1cccc2c1OC(C)(C)C2,-24%,1,3%,-1.0,-0.2,-7%,-3%,-6%
